Assay outcomes as filed in PubChem BioAssay.
MLL CXXC-DNA inh: qHTS Fluorescence Polarization Assay for Inhibitors of MLL CXXC domain - DNA interaction; AID 2662, 2010; Potency, µM (top dose mostly 115 µM), for inactives: at the highest dose activity change, negative = inhibition, usual class: inhibitors; MLL-CXXC / FITC-HOXA9 DNA fluorescence polarization; Histone-lysine N-methyltransferase 2A (Homo sapiens), Q03164; 0.037% of 290,000 active; active means well fitted inhibition curve with a large enough effect in the polarisation, with a control signal flat, not every such curve was filed as active; inconclusive means small, poorly fitted or top-dose-only effect, or effect the other way, or a change in a side signal; inactive means no such curve, though single readings can be large or run the other way; the % refers to the polarisation; further: potency means the concentration at half of the fitted maximal effect
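Fluorescence polarization: 7 uM MLL-CXXC (stock) preincubated 5 min with compounds, then 50 nM fluorescein-HOX-A9 DNA (stock) added; 30 min ambient. Buffer 50 mM Tris-HCl pH 7.5, 50 mM NaCl, 1 mM DTT, 0.05% BSA.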
KCNH2 WT inh: qHTS for Inhibitors of KCHN2 3.1: Wildtype qHTS; AID 720551, 2013; 0.37% of 340,000 active; U2OS, BacMam KCNH2, thallium flux FluxOr; hits give low values; Voltage-gated inwardly rectifying potassium channel KCNH2 (Homo sapiens), Q12809; activity change, % at 1.84 µM;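 active means maximum activity change below -70%; inconclusive means maximum activity change between -70% and -50%; inactive means maximum activity change above -50%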; further: on the % scale 0 is the no-effect control and ±100 the full control effect
Target sequence (Q12809 whole entry, looked up): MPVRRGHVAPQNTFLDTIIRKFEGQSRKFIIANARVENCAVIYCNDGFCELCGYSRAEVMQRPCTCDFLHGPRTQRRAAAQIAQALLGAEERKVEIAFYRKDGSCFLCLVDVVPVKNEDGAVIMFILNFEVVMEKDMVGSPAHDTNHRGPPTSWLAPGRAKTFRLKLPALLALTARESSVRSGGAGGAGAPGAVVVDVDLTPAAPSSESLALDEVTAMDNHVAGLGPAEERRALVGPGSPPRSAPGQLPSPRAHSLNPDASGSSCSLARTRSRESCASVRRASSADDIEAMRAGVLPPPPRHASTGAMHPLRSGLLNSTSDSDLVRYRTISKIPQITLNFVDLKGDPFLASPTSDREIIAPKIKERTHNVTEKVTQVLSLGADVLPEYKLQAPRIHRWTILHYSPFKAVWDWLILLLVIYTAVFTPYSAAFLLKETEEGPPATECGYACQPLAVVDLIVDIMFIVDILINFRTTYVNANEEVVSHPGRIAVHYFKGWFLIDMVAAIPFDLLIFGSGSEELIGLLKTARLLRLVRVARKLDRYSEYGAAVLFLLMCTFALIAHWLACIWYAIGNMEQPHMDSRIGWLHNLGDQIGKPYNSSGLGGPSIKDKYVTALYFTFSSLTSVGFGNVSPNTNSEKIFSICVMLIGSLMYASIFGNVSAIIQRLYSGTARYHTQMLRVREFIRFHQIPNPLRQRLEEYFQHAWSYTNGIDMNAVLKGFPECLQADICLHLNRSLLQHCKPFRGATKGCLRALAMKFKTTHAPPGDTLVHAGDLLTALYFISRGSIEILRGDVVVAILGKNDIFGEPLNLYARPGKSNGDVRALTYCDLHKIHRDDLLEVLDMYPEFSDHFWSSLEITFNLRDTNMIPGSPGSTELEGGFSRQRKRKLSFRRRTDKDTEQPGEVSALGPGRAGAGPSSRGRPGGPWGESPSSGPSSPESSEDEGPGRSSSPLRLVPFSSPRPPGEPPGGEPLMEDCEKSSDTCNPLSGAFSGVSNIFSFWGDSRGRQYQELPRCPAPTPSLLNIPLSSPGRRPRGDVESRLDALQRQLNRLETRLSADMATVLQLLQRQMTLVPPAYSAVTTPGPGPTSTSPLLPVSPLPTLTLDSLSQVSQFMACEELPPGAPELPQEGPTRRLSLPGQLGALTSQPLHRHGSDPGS
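U2OS cells were transduced with wild-type KCNH2 virus (2.03 x 10^8 / mL) for 4 h at room temperature, then cultured overnight at 37 C. Thallium flux was read with FluxOr dye. Rate constants were normalized to DMSO controls.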
GALK inhibitor: qHTS Assay for Inhibitors of Human Galactokinase (GALK); P51570; 0.007% of 270,000 active; Potency, µM (top dose mostly 57.5 µM), for inactives: at the highest dose activity change, negative = inhibition, most hits filed as inhibitors; Purified GALK, Kinase-Glo residual ATP luminescence; further: potency means the concentration at half of the fitted maximal effect; on the % scale 0 is the no-effect control and ±100 the full control effect
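Human GALK (5 nM) with 35 uM ATP and 100 uM galactose in 20 mM HEPES pH 8.0, 5 mM MgCl2, 60 mM NaCl, 1 mM DTT, 0.01% BSA. After 1 h at room temperature, leftover ATP was read by Kinase-Glo Plus luminescence.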
FBPA coupling cs: qHTS Assay for Inhibitors of Fructose-1,6-bisphosphate Aldolase from Giardia Lamblia: Coupling assay counterscreen; coupling enzyme system counterscreen, AmpLite Red fluorescence; activity change, negative = inhibition, % at 58.2 µM, hits read low; 0.67% of 290,000 active; AID 2472, 2010; in the data active means activity change below about -30%; further: on the % scale 0 is the no-effect control and ±100 the full control effect
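Final compound at 57.5 uM, incubated 10 min at RT with coupling enzyme reagent (glyceraldehyde-3-phosphate), then 20 min with substrate and AmpLite Red detection. Fluorescence read at 525/598 nm; tests interference with the coupling assay, not aldolase inhibition.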
a7 integrin act: qHTS for Activators of Integrin-Mediated Alleviation for Muscular Dystrophy | alpha7betagal myoblasts, beta-gal FDG fluorescence, 48 h | Potency, µM (series often up to 38.3 µM), without a hit: at the top dose activation, usual class: activators | 0.064% of 350,000 active | AID 624291, 2012;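 further: potency means the concentration at half of the fitted maximal effect; 100% = response of the positive control SU9516; nearly all actives have a fitted effect of over 60% in size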
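alpha7betagal+/- myoblasts (passage 13, 250/well) treated 48 h at 37C with compounds at 1:260 dilution of DMSO stock. Lysed, then beta-galactosidase activity read as FDG fluorescence (ex 480/em 540) after 30 min, with pre-read for autofluorescence.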
MBNL1 CUG block: qHTS Assay for Inhibitors of MBNL1-poly(CUG) RNA binding. Muscleblind-like protein 1 (Homo sapiens), Q9NR56. TR-FRET MBNL1-His/biotin-(CUG)12 binding, 665/545 ratio. Potency, µM (top dose mostly 57.5 µM), for the others: top-dose activity change, negative = inhibition, hits mostly inhibitors. 0.036% of 280,000 active. AID 2675, 2010; active means well fitted inhibition curve with a large enough effect in the signal ratio, with a control signal flat, not every such curve was filed as active; inconclusive means small, poorly fitted or top-dose-only effect, or effect the other way, or a change in a side signal; inactive means no such curve, though single readings can be large or run the other way; the % refers to the signal ratio; further: potency means the concentration at half of the fitted maximal effect; on the % scale 0 is the no-effect control and ±100 the full control effect
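Compound titration spanned 92 nM–58 uM against the MBNL1-His/biotin-(CUG)12 complex. After 60 min at room temperature with 5 nM streptavidin-XL665 and 0.055 ng/ul terbium anti-His, ratiometric 665/545 nm emission (Ex 340 nm) normalized to controls.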
S-ASM inh: Inhibitors of Secretory Acid Sphingomyelinase (S-ASM): qHTS | 0.006% of 340,000 active | Sphingomyelin phosphodiesterase (Homo sapiens), P17405 | Potency, µM (doses to about 57.5 µM), for inactives: at the highest dose activity change, negative = inhibition, hits mostly inhibitors | placental ASM, HMU-PC fluorogenic substrate, 60 min; further: potency means the concentration at half of the fitted maximal effect
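Human placenta-derived ASM enzyme was preincubated with compound for 10 minutes at room temperature, then given fluorogenic substrate HMU-PC0 (9 uM final) for 60 minutes at 37 °C; a pH 10 stop preceded fluorescence reading at Ex 386/Em 447 nm.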
AT treatment: qHTS Assay for Identifying a Potential Treatment of Ataxia-Telangiectasia; […] A-T fibroblasts, KAP-1 phosphorylation AlphaLISA; neocarzinostatin DNA damage 30 min before lysis; Potency, µM (titrated, usually from 57.5 µM), without a hit: at the top dose activation, actives largely listed as activators; 0.19% of 320,000 active; AID 485349, 2010; further: potency means the concentration at half of the fitted maximal effect; % of control where 0% means no effect; nearly all actives have a fitted effect of over 45% in size
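ATM-like activity read as KAP-1 phosphorylation via AlphaLISA donor/acceptor antibody pairs after lysis and 6 hr at 25C. Cells were ATM-null patient fibroblasts ([…], hTERT), dosed 60 min, then exposed to the DSB inducer NCS for 30 min.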
TRPV1 agonist: HTS Assay for Compounds that Act as Agonists of the Vanilloid Receptor 1; Transient receptor potential cation channel subfamily V member 1 (Homo sapiens), Q8NER1; TRPV1-expressing cells, Fluo-8 calcium influx, agonist mode; activation, % at 8.33 µM; 0.19% of 320,000 active; AID 540275, 2011; in the data active means activation above about 80%; inconclusive means between about 30% and that limit; further: 0% is about no effect
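Cells expressing TRPV1 were dye-loaded with Fluo-8 and read kinetically: 10 s baseline, 3 min after compound (agonist portion), then 2 min after EC20 capsaicin (allosteric enhancer portion). Calcium-bound dye fluorescence at 480/520 nm.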
KCNH2 3.1 inh: qHTS for Inhibitors of KCHN2 3.1: Mutant qHTS; Potassium voltage-gated channel subfamily H member 2, brain isoform KCNH2 3.1 (human); U2OS KCNH2 3.1, thallium flux FluxOr; hits give low values; 0.95% of 340,000 active; activity change, % (tested at about 1.8 µM);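 active means maximum activity change below -70%; inconclusive means maximum activity change from -70% to -50%; inactive means maximum activity change above -50%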;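 further: thallium influx rate constant from kinetic fluorescence after stimulation buffer; on the % scale 0 is the no-effect control and ±100 the full control effect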
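Measured as rate of thallium-driven FluxOr signal in transduced U2OS cells carrying the 3.1 channel, read kinetically for 2 min upon stimulation; values are rate constants scaled to DMSO control wells.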
The depositor's hits bear a star; i = inactive; u = inconclusive; x = not tested or not shown; & = joins results of further samples; [ ] = another dose, or the depositor's remark. Unless noted, the call rests on the fitted dose curve; in most records, active means well fitted curve in the direction sought with a large enough effect; inconclusive means small, poorly fitted or top-dose-only effect, or another doubt; inactive means no such curve, though single readings can be large; an effect the other way counts as inactive or inconclusive. Compounds as they come; 2% or so of the library scored in one or more.

smiles | MLL CXXC-DNA inh | KCNH2 WT inh | GALK inhibitor | FBPA coupling cs | a7 integrin act | MBNL1 CUG block | S-ASM inh | AT treatment | TRPV1 agonist | KCNH2 3.1 inh
CC(=O)N1CC=CC1(C)C(=O)NCc1cc(F)cc(C(F)(F)F)c1 (configuration not stated) | -2.7% | 4.6 | x | 0.5&4.0 | 3.4% | -12.7% | 3.0% | 0.1% | -3.7 | 5.6
CN(C)c1ccc(C2(O)C(=O)c3ccccc3C2=O)cc1 | 0.7% | i | x | -1.0 | 2.4% | 8.5% | -0.5% | 9.8% | -1.0 | -0.5
COc1ccc2nc(NC(=O)C3=NN(c4ccccc4)C(=O)CC3)sc2c1 | -2.9% | 1.5 | x | -0.4 | -24.5% | -20.4% | -18.2% | -1.8% | 3.9 | 7.0
COCCn1c(SCC(=O)NC2CCCCC2C)nc2ccccc2c1=O (configuration not stated) | 1.8% | 4.5 | 1.1% | 1.4 | u | -1.2% | 1.3% | 2.9% | 0.0 | -14.9
COc1cc(-c2nnc(-c3ccccc3)o2)cc(OC)c1OC | -1.7% | -4.7 | 0.0% | 0.4 | 21.5% | -5.8% | -0.4% | 4.8% | 5.4 | -4.9
OC1CCCC1NCc1ccnc2cc(Cl)ccc12 (configuration not stated) | x | 1.1 | x | x | -7.4% | x | 1.9% | x | x | -18.2
O=c1[nH]cnc2c1ncn2[C@@H]1C[C@@H](O)[C@H](CO)O1 | 1.9% | -5.7 | 3.0% | 4.2 | 10.5% | -4.9% | -0.6% | 11.9% | -2.5 | -1.4
Clc1ccc(-c2c[nH]c3ccccc23)nn1 | 1.1% | 9.5 | -1.9% | -0.5 | 19.3% | 0.5% | 1.6% | 3.2% | -0.1 | -1.9
COC(=O)Cn1ncc2c3ccccc3n(C)c2c1=O | -0.9% | -3.6 | -0.2% | -1.4 | 6.5% | -5.3% | 6.0% | -5.1% | -0.9 | 6.1
O=C(COC(=O)c1cccc(S(=O)(=O)NCc2ccccc2)c1)c1ccccc1 | -2.8% | 6.8 | 1.1% | 0.1 | 6.8% | -0.8% | x | 2.1% | -4.3 | -84.2*
COc1cc(C2C3=C(CC(C)(C)CC3=O)N(C)C3=C2C(=O)CC(C)(C)C3)ccc1O | -0.1% | 2.8 | -3.3% | -0.9 | 23.1% | 17.8% | 17.3% | 18.4% | -0.9 | -3.6
Cc1ccc(/C(N)=N/OC(=O)C(C)c2ccc([N+](=O)[O-])cc2)cc1 (configuration not stated) | u | 37.3 | -5.2% | -1.5 | -2.0% | 7.1% | -8.6% | 7.8% | 8.2 | -4.6
CCc1ccccc1NC(=O)CSc1nc(-c2ccccc2)nn1C(=O)c1cccc([N+](=O)[O-])c1 | -3.3% | x | x | -0.8 | x | u | x | 4.2% | -2.4 | x
Cc1ccc2c(CN3CCCCC3C)cc(=O)oc2c1C (configuration not stated) | -4.4% | -10.3 | 3.1% | 0.6 | -8.2% | u | -0.5% | 5.4% | -1.3 | 10.9
COc1ccc(CN(CCC(C)C)S(=O)(=O)c2ccccc2Br)c(OC)c1 | x | -6.0 | x | x | -6.1% | x | 0.1% | -1.5% | x | -33.7
Cc1nc2c(-c3ccc(F)cc3)c(C)nn2c(C)c1CCC(=O)Nc1ccccc1F | -15.2% | u | 0.6% | 2.1 | 0.0% | 12.3% | 14.9% | -54.5%[inhibitor] | u | -4.7
CNc1nc(C(=O)O)nc(N2CCOCC2)n1 | 9.6% | 42.3 | 0.1% | -1.1 | 20.1% | u | 7.2% | x | -3.6 | -16.0
Cc1ccc(C(=O)NCC(=O)OCC(=O)c2ccc3c(c2)OCCO3)cc1C | 7.9% | -24.4 | -0.3% | 1.5 | -11.6% | 3.7% | -0.1% | 8.8% | 17.9 | 4.6
CN1C(C)(C)CC(=NOC(=O)c2ccccc2)CC1(C)C | 4.4% | 2.8 | -0.7% | -0.6 | -11.9% | 10.0% | 0.8% | -0.1% | -8.4 | -12.6
Cc1ccc(SCC(=O)Nc2cc(C)on2)cc1 | -8.3% | -3.3 | -1.6% | -0.9 | -16.7% | -0.3% | 0.0% | x | -6.2 | -22.6
COc1ccc(CNC(=O)c2ccc(NC(=O)CC3SC(N4CCCC4)=NC3=O)cc2)cc1 (configuration not stated) | 0.8% | -1.2 | -2.6% | 0.5 | -3.1% | -2.0% | -1.0% | 5.0% | 1.8 | 0.9
Cc1ccc(OCC(=O)Nc2ccc3c(c2)OCO3)cc1C | -18.3% | x | 4.8% | 0.7 | -24.0% | -2.7% | 6.8% | -0.8% | u | -37.4
CCOC(=O)c1oc2ccc(S(=O)(=O)n3nc(-c4ccc(C)cc4)cc3N)cc2c1C | -4.2% | -24.9 | 0.7% | -2.8 | 3.4% | 5.2% | -14.7% | 1.6% | 2.5 | -3.6
O=C(O)CCSc1nc2ccccc2n1CCOc1ccccc1 | 3.6% | -1.0 | 16.3% | 4.9 | -1.1% | -8.4% | 5.4% | 7.2% | -1.4 | 8.9
O=[N+]([O-])c1cccc(Oc2ncccc2[N+](=O)[O-])c1 | x | 19.0 | x | x | -37.0% | x | -2.0% | x | x | 22.1
O=[N+]([O-])c1cc(CN(CCO)CCO)ccc1O | -8.4% | -7.2 | -0.4% | 0.8 | 7.4% | x | -3.8% | 0.7% | -1.6 | -4.9
Cn1c(/C(C#N)=C(\O)COc2ccc3ccccc3c2)nc2ccccc21 | 1.3% | -2.9 | 2.2% | -2.2 | 13.0% | 359.6%[activator] | -0.6% | 3.5% | -3.3 | -0.8
O=C(CN1C(=O)C2C3C=CC(C3)C2C1=O)Nc1ccc(C(=O)O)cc1 (configuration not stated) | 3.5% | -2.3 | -1.2% | -1.4 | 0.0% | 2.4% | 1.4% | 1.5% | 1.6 | 6.9
COC(=O)c1ccc(CSc2nc(-c3ccccc3)cs2)o1 | 2.1% | -3.7 | 1.0% | -1.4 | -10.6% | -2.6% | -5.9% | 7.5% | 0.7 | -2.5
CCOCCCNC(=O)c1[nH]c(C)c(C(C)=O)c1C | -3.8% | -10.9 | -1.2% | -4.6 | 18.8% | -15.1% | 4.5% | -1.9% | -0.2 | -5.3
Cc1c(N/C(=N/S(=O)(=O)c2ccccc2)c2ccc(Cl)cc2)c(=O)n(-c2ccccc2)n1C | 13.6% | 15.4 | 1.7% | 1.4 | 8.6% | -11.3% | 2.7% | -12.8% | 5.9 | -11.0
O=C(Nc1ccccc1C(=O)OCC(=O)N1CCc2ccccc2C1)c1ccco1 | -3.3% | 4.4 | 2.8% | -10.0 | 12.1% | 118.3%[activator] | -6.1% | 11.3% | 0.0 | 23.1
CCS(=O)(=O)c1ncc(Cl)c(C(=O)Nc2ccc(S(=O)(=O)N(C)c3ccccc3)cc2)n1 | 84.2%[activator] | -2.8 | -11.6% | -0.5 | -75.4%[inhibitor] | 105.2%[activator] | -4.1% | -9.7% | 0.4 | -44.6
Cc1ccc(Cc2nnc(SCC(=O)Nc3c(C)cccc3C)[nH]c2=O)cc1 | x | -14.7 | x | x | 21.8% | x | 3.3% | 6.4% | 0.0 | 5.2
CN(C)c1ccc(-c2nnn(CC(=O)N3c4ccccc4CCc4ccccc43)n2)cc1 | -10.1% | 11.9 | 1.3% | 1.7 | 0.0% | -10.9% | -1.3% | -8.4% | -0.6 | -5.6
O=C(Nc1cccnc1)c1cc(-c2cc(Cl)ccc2O)n[nH]1 | 16.5% | 3.5 | -2.8% | -1.6 | 16.4% | -16.5% | -0.1% | -3.4% | 2.6 | -2.0
Cc1ccnc(NC(=O)CCN2C(=O)c3ccccc3S2(=O)=O)n1 | x | 0.6 | x | x | 11.5% | x | -1.8% | -1.4% | -1.9 | 9.1
CCC(=O)Nc1ccc(C(=O)Nc2ccc3c(c2)OCO3)cc1 | -0.2% | 1.6 | -2.9% | -1.4 | 26.1% | -8.6% | 3.4% | 2.5% | 6.7 | 15.5
